NSD2 inh: blocks human NSD2 histone methyltransferase activity | O96028 | NSD2-SET H3K36me1 DELFIA fluorescence, biochemical | inhibition, % at 12.5 µM | 44,000 tested, 0.07% active; in the data active = inhibition above about 54%, passing the limit was not always enough;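 also: inhibitors reduce the monomethyl H3K36 fluorescence signal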
Target sequence (O96028 whole entry, looked up): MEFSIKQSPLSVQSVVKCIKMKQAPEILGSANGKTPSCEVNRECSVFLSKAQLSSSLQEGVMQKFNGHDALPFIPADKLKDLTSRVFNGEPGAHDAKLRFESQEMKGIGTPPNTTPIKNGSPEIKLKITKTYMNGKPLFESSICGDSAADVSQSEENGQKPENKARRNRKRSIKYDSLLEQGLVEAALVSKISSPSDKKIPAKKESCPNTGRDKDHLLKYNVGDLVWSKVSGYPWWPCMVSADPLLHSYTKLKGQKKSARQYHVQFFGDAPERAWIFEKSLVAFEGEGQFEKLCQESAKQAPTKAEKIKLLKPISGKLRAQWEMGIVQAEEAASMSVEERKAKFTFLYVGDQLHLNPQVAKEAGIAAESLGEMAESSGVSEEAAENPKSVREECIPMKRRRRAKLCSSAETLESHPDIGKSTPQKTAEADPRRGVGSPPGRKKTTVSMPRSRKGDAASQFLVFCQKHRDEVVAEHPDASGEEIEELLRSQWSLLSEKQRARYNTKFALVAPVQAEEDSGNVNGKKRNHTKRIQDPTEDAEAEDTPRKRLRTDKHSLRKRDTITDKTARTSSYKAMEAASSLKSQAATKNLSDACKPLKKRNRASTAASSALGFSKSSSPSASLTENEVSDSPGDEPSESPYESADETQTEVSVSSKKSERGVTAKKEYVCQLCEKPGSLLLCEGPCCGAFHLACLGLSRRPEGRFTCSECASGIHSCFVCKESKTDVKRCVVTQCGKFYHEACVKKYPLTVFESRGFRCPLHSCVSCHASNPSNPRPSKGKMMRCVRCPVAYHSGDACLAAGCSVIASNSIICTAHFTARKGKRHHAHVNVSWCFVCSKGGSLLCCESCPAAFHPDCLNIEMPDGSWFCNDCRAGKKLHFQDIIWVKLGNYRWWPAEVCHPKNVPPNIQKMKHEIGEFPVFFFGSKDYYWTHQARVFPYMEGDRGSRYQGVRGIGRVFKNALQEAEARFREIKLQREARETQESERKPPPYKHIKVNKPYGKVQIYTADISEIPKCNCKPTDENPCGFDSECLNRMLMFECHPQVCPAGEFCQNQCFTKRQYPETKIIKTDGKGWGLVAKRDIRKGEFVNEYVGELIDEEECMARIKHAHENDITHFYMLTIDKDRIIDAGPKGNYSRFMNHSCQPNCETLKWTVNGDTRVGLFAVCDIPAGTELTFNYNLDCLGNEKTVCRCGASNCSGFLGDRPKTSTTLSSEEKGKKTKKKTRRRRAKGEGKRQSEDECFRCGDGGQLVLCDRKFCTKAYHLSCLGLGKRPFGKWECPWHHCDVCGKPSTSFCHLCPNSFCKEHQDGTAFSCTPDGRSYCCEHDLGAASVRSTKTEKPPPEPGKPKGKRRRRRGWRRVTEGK
* marks the source's active call; other numbers are inactive results.

SMILES	NSD2 inh
COc1ccc(NC(=O)Nc2ccc3c(c2)C(=O)N([C@H](C)CO)C[C@@H](C)[C@@H](CN(C)S(=O)(=O)c2cn(C)cn2)OCCCC[C@H](C)O3)cc1	1
C[C@@H]1CN([C@H](C)CO)C(=O)c2cc(NS(=O)(=O)c3ccc(F)cc3)ccc2O[C@@H]1CN(C)Cc1ccc(-c2ccccc2)cc1	-3
C[C@@H]1CCCCO[C@@H](CN(C)C)[C@@H](C)CN([C@@H](C)CO)C(=O)c2cc(NC(=O)CCC(F)(F)F)ccc2O1	3
COc1ccc(S(=O)(=O)N(C)C[C@@H]2Oc3ncc(/C=C/c4ccccc4)cc3C(=O)N([C@@H](C)CO)C[C@H]2C)cc1	10
CC(=O)N(O)[C@@H]1c2cc(C#N)ccc2OC(C)(C)[C@H]1O	5
C[C@H]1CN([C@@H](C)CO)C(=O)c2cc(NS(=O)(=O)c3ccc(F)cc3)ccc2O[C@@H]1CN(C)C(=O)Nc1ccc2c(c1)OCO2	1
CCCN(C)C[C@@H]1Oc2cc(-c3ccc(C)cc3)ccc2S(=O)(=O)N([C@@H](C)CO)C[C@@H]1C	-6
C[C@H]1CN([C@@H](C)CO)C(=O)c2cc(NS(=O)(=O)c3cn(C)cn3)ccc2O[C@H]1CN(C)S(=O)(=O)c1cccs1	6
COc1ccc(S(=O)(=O)Nc2ccc3c(c2)C(=O)N([C@@H](C)CO)C[C@H](C)[C@@H](CN(C)CC2CCCCC2)OCCCC[C@H](C)O3)cc1	7
C[C@H](CO)N1C[C@H](C)[C@@H](CN(C)C)Oc2c(NS(C)(=O)=O)cccc2C1=O	0
C[C@@H]1CN([C@H](C)CO)C(=O)c2cc(NS(=O)(=O)c3ccc(Cl)cc3)ccc2O[C@H]1CN(C)C(=O)NC1CCCCC1	-1
CC(C)NC(=O)N(C)C[C@H]1Oc2c(NC(=O)NC3CCCCC3)cccc2C(=O)N([C@@H](C)CO)C[C@H]1C	0
CNC[C@H]1OCCCC[C@H](C)Oc2ccc(N(C)C)cc2C(=O)N([C@H](C)CO)C[C@@H]1C	0
C[C@@H]1CN([C@H](C)CO)C(=O)c2cc(C3=CCCC3)cnc2O[C@@H]1CN(C)C(=O)c1cccnc1	1
COCC#Cc1ccc2c(c1)O[C@H](CN(C)CC1CCCCC1)[C@H](C)CN([C@H](C)CO)S2(=O)=O	-3
CO[C@@H](CN(C)C(=O)c1ccc2c(c1)OCO2)[C@@H](C)CN([C@@H](C)CO)S(=O)(=O)c1ccc(C)cc1	4
C[C@@H]1CN([C@H](C)CO)C(=O)c2cc(NS(=O)(=O)c3ccc(F)cc3)ccc2O[C@H]1CN(C)Cc1ccc2c(c1)OCO2	-3
C[C@H]1CCCCO[C@H](CN(C)C(=O)Nc2ccc(C(F)(F)F)cc2)[C@@H](C)CN([C@@H](C)CO)C(=O)c2cc(NC(=O)NC3CCCCC3)ccc2O1	-5
Cc1ccc(S(=O)(=O)Nc2ccc3c(c2)C(=O)N([C@H](C)CO)C[C@H](C)[C@H](CN(C)C(=O)C2CCCCC2)OCCCC[C@H](C)O3)cc1	-7
C[C@@H]1CN([C@H](C)CO)S(=O)(=O)c2ccc(C#Cc3cccc(F)c3)cc2O[C@@H]1CN(C)S(=O)(=O)c1ccccc1F	-3
CNC[C@H]1Oc2ccc(NS(=O)(=O)c3cn(C)cn3)cc2CC(=O)N([C@H](C)CO)C[C@H]1C	0
CC(C)NC(=O)Nc1ccc2c(c1)C(=O)N([C@H](C)CO)C[C@H](C)[C@@H](CN(C)S(=O)(=O)c1ccc(F)cc1)OCCCC[C@H](C)O2	3
Cc1noc(C)c1S(=O)(=O)N(C)C[C@H]1Oc2ccc(NS(=O)(=O)c3ccc(Cl)cc3)cc2CC(=O)N([C@H](C)CO)C[C@@H]1C	7
C[C@@H]1CN([C@@H](C)CO)C(=O)Cc2cc(NS(=O)(=O)c3cccs3)ccc2O[C@H]1CN(C)Cc1ccc(C(=O)O)cc1	15
C[C@@H]1CN([C@H](C)CO)C(=O)c2cc(NC(=O)Nc3ccc4c(c3)OCO4)ccc2O[C@@H](C)CCCCO[C@@H]1CN(C)S(=O)(=O)c1ccccc1	4
Going on with the list.
SMILES	NSD2 inh
C[C@@H]1CN([C@H](C)CO)C(=O)Cc2cc(NS(=O)(=O)c3ccc(Cl)cc3)ccc2O[C@@H]1CN(C)CC1CC1	-5
O=C(C1=C[C@@H](c2ccc3c(c2)Cc2ccccc2-3)C[C@@H](OCc2ccc(CO)cc2)O1)N1CCN(Cc2ccc3c(c2)OCO3)CC1	0
Cc1noc(C)c1NC(=O)N(C)C[C@@H]1OCCCC[C@@H](C)Oc2ccc(NC(=O)c3ccccc3)cc2C(=O)N([C@H](C)CO)C[C@H]1C	2
O=C(C[C@H]1C[C@@H]2c3cc(NC(=O)NC4CCCCC4)ccc3O[C@@H]2[C@@H](CO)O1)NCc1ccncc1	4
COCCOC(=O)N1C(=O)[C@@]2(c3cc(C#CC4=CCCCC4)ccc31)[C@H](c1ccc(O)cc1)N1[C@H](c3ccccc3)[C@H](c3ccccc3)OC(=O)[C@H]1[C@@H]2C(=O)NC[C@H](O)c1ccccc1	-12
C[C@H]1CCCCO[C@H](CN(C)S(=O)(=O)c2ccc(F)cc2)[C@@H](C)CN([C@@H](C)CO)C(=O)c2cc(NC(=O)Cc3ccccc3)ccc2O1	0
CC(C)(C)N(CCO)C(=O)CN1C(=O)/C(=C/c2cccc(Br)c2)SC1=S	-6
COc1ccccc1CN(C)C[C@H]1OCc2cn(nn2)CCCC(=O)N([C@@H](C)CO)C[C@H]1C	-4
CCCCCc1cc(OC)c2c(c1C(=O)O)OC(C)(C)C(O)C2 (configuration not stated)	-5
C[C@H]1CN([C@@H](C)CO)C(=O)c2cc(NC(=O)CCCN(C)C)ccc2O[C@H]1CN(C)Cc1ccncc1	7
C[C@H]1CN([C@@H](C)CO)C(=O)Cc2cc(NC(=O)Nc3ccccc3)ccc2O[C@@H]1CN(C)S(=O)(=O)c1cn(C)cn1	-1
C[C@H](CO)N1C[C@H](C)[C@H](CN(C)C(=O)Nc2ccc3c(c2)OCO3)OCCCC[C@H](C)Oc2ccc(NC(=O)Nc3cccc4ccccc34)cc2C1=O	2
C/C=C/c1cnc2c(c1)C(=O)N([C@H](C)CO)C[C@H](C)[C@H](CN(C)CC1CCOCC1)O2	3
C[C@H]1CN([C@@H](C)CO)C(=O)c2cc(-c3cccc(F)c3)cnc2O[C@@H]1CN(C)CC1CCCC1	7
C[C@H]1CN([C@@H](C)CO)C(=O)c2cc(C#CCN(C)C)cnc2O[C@@H]1CN(C)C(=O)CCN1CCCCC1	1
C[C@H](CO)N1C[C@H](C)[C@H](CN(C)C(=O)Nc2cccc3ccccc23)Oc2ccc(N(C)C)cc2CC1=O	0
C[C@H](CO)N1C[C@H](C)[C@@H](CN(C)Cc2ccc(Cl)c(Cl)c2)Oc2c(NC(=O)c3ccncc3)cccc2C1=O	-1
CC(C)CC#Cc1ccc2c(c1)O[C@@H](CN(C)Cc1cccc(F)c1)[C@H](C)CN([C@H](C)CO)S2(=O)=O	-5
O=C(C[C@@H]1C=C[C@H](NC(=O)c2cccc(F)c2)[C@H](CO)O1)Nc1nccs1	6
C[C@@H]1CN([C@@H](C)CO)C(=O)c2cc(NC(=O)Nc3ccc(F)cc3)ccc2O[C@@H]1CN(C)Cc1ccc(C(F)(F)F)cc1	16
C[C@@H]1CN([C@@H](C)CO)C(=O)c2cccc(NC(=O)C3CCOCC3)c2O[C@H]1CN(C)C(=O)Nc1ccc2c(c1)OCO2	0
C/C=C/c1cnc2c(c1)C(=O)N([C@H](C)CO)C[C@@H](C)[C@H](CN(C)S(=O)(=O)c1cn(C)cn1)O2	3
C[C@@H]1CN([C@H](C)CO)C(=O)c2cc(C3=CCCC3)cnc2O[C@@H]1CN(C)Cc1cccnc1	-1
C[C@@H]1CCCCO[C@H](CN(C)C(=O)C2CCCCC2)[C@H](C)CN([C@H](C)CO)C(=O)c2cc(NC(=O)CCC(F)(F)F)ccc2O1	4
C[C@H](CO)N1C[C@H](C)[C@H](CN(C)C(=O)Nc2ccc(C(F)(F)F)cc2)Oc2c(NS(=O)(=O)c3cn(C)cn3)cccc2C1=O	-1

Sorted by heavy-atom count (low to high): some entries from above.
SMILES	NSD2 inh
O=C(C[C@@H]1C=C[C@H](NC(=O)c2cccc(F)c2)[C@H](CO)O1)Nc1nccs1	6
C[C@@H]1CN([C@@H](C)CO)C(=O)Cc2cc(NS(=O)(=O)c3cccs3)ccc2O[C@H]1CN(C)Cc1ccc(C(=O)O)cc1	15
C[C@@H]1CN([C@H](C)CO)C(=O)c2cc(NS(=O)(=O)c3ccc(F)cc3)ccc2O[C@@H]1CN(C)Cc1ccc(-c2ccccc2)cc1	-3
O=C(C1=C[C@@H](c2ccc3c(c2)Cc2ccccc2-3)C[C@@H](OCc2ccc(CO)cc2)O1)N1CCN(Cc2ccc3c(c2)OCO3)CC1	0

Next section
SMILES	NSD2 inh
COc1ccc(NC(=O)Nc2ccc3c(c2)C(=O)N([C@@H](C)CO)C[C@H](C)[C@@H](CN(C)C(=O)Nc2ccc(C(F)(F)F)cc2)O3)cc1	-3
Cc1ccc(S(=O)(=O)N(C)C[C@H]2Oc3ccc(NC(=O)NC(C)C)cc3C(=O)N([C@H](C)CO)C[C@@H]2C)cc1	2
COc1ccc(S(=O)(=O)Nc2ccc3c(c2)C(=O)N([C@H](C)CO)C[C@H](C)[C@@H](CN(C)CC2CC2)OCCCC[C@@H](C)O3)cc1	6
COc1ccc(-c2ccc3c(c2)O[C@H](CN(C)CC2CC2)[C@H](C)CN([C@H](C)CO)S3(=O)=O)cc1	9
COc1ccc(S(=O)(=O)Nc2ccc3c(c2)C(=O)N([C@@H](C)CO)C[C@H](C)[C@H](CN(C)Cc2ccc(C(F)(F)F)cc2)OCCCC[C@H](C)O3)cc1	-4
CC(=O)N(C)C[C@H]1Oc2ncc(-c3ccc(C(=O)N(C)C)cc3)cc2C(=O)N([C@H](C)CO)C[C@H]1C	8
C[C@H]1CCCCO[C@@H](CN(C)C(=O)Nc2ccc(F)cc2)[C@@H](C)CN([C@@H](C)CO)C(=O)c2cc(NC(=O)c3ccncc3)ccc2O1	2
C[C@H](CO)N1C[C@H](C)[C@H](CN(C)C(=O)Nc2ccc3c(c2)OCO3)Oc2cc(C3=CCCC3)ccc2S1(=O)=O	3
COc1ccccc1S(=O)(=O)N(C)C[C@@H]1OCc2cnnn2CCCC(=O)N([C@H](C)CO)C[C@H]1C	8
Cc1noc(C)c1NC(=O)Nc1ccc2c(c1)C(=O)N([C@@H](C)CO)C[C@@H](C)[C@H](CN(C)C(=O)NC1CCCCC1)OCCCC[C@H](C)O2	4
C[C@H](CO)N1C[C@H](C)[C@@H](CN(C)S(=O)(=O)c2cccs2)OCCCC[C@H](C)Oc2ccc(NC(=O)c3ccccc3)cc2C1=O	20
O=c1cc(O)cc(/C=C/c2ccc(O)c(O)c2)o1	13
COc1ccc(NC(=O)N(C)C[C@@H]2Oc3ccc(NC(=O)CCC(F)(F)F)cc3CC(=O)N([C@@H](C)CO)C[C@@H]2C)cc1	-2
Cc1noc(C)c1NC(=O)Nc1ccc2c(c1)C(=O)N([C@@H](C)CO)C[C@H](C)[C@@H](CN(C)C(=O)NC(C)C)O2	-1
COc1ccc(CN(C)C[C@H]2Oc3ccc(NC(=O)CCN4CCOCC4)cc3C(=O)N([C@@H](C)CO)C[C@@H]2C)cc1	2
C[C@H]1CN([C@@H](C)CO)S(=O)(=O)c2ccc(C3=CCCC3)cc2O[C@H]1CN(C)C(=O)Cc1ccncc1	-1
COCC#Cc1ccc2c(c1)O[C@@H](CN(C)S(=O)(=O)c1cccc(F)c1)[C@@H](C)CN([C@H](C)CO)S2(=O)=O	-4
C[C@@H]1CCCCO[C@H](CN(C)Cc2ccc(C(=O)O)cc2)[C@H](C)CN([C@@H](C)CO)C(=O)c2cc(NC(=O)Nc3ccc(F)cc3)ccc2O1	-2
C[C@H]1CN([C@@H](C)CO)S(=O)(=O)c2ccc(Br)cc2O[C@H]1CN(C)C(=O)c1cnccn1	-6
C[C@@H]1CN([C@H](C)CO)S(=O)(=O)c2ccc(-c3ccncc3)cc2O[C@@H]1CN(C)Cc1ccccc1	3
C[C@H]1CN([C@@H](C)CO)C(=O)c2cccc(NS(C)(=O)=O)c2O[C@H]1CN(C)S(=O)(=O)c1cn(C)cn1	5
C[C@H]1CN([C@@H](C)CO)S(=O)(=O)c2ccc(-c3cccc(C(=O)N(C)C)c3)cc2O[C@H]1CN(C)Cc1ccc2c(c1)OCO2	23
C[C@@H]1CN([C@@H](C)CO)C(=O)c2cc(NC(=O)CCN3CCOCC3)ccc2O[C@@H]1CN(C)Cc1ccc(C(=O)Nc2ccccc2N)cc1	2
CCCN(C)C[C@@H]1Oc2cc(C#Cc3ccncc3)ccc2S(=O)(=O)N([C@@H](C)CO)C[C@@H]1C	3
Cc1cc(C(=O)Nc2cccc3c2O[C@@H](CN(C)C(=O)Nc2c(C)noc2C)[C@H](C)CN([C@H](C)CO)C3=O)n(C)n1	-1
C[C@H](CO)N1C[C@H](C)[C@H](CN(C)Cc2ccc3c(c2)OCO3)Oc2ccc(NC(=O)CCN3CCOCC3)cc2C1=O	1
COC(=O)C[C@H]1C[C@H]2c3cc(NC(=O)CN(C)C)ccc3O[C@H]2[C@@H](CO)O1	7
O=C1O[C@H](c2ccccc2)[C@H](c2ccccc2)N2[C@H]1[C@@H](C(=O)N1CCN(c3ncccn3)CC1)[C@]1(C(=O)Nc3ccc(C#CC4(O)CCCCCC4)cc31)[C@H]2c1ccc(OCCO)cc1	-14

Three compounds out of the list above, ordered by the value under NSD2 inh, lowest first:
SMILES	NSD2 inh
Cc1ccc(S(=O)(=O)Nc2ccc3c(c2)C(=O)N([C@H](C)CO)C[C@H](C)[C@H](CN(C)C(=O)C2CCCCC2)OCCCC[C@H](C)O3)cc1	-7
C[C@H]1CN([C@@H](C)CO)C(=O)c2cc(NS(=O)(=O)c3cn(C)cn3)ccc2O[C@H]1CN(C)S(=O)(=O)c1cccs1	6
C[C@H]1CN([C@@H](C)CO)C(=O)c2cc(NC(=O)CCCN(C)C)ccc2O[C@H]1CN(C)Cc1ccncc1	7

Bioassay records deposited in PubChem BioAssay by Broad Institute.

This is a subset. The share of hits here may be higher or lower than overall.
